LYPLA2 inh: blocks human lysophospholipase 2, a PME1 counter-screen; inhibition, % at 5.9 µM; AID 2177; actives 0.38% (n = 320,000); recombinant LYPLA2, FP-Rh probe fluorescence polarization;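 active means inhibition above the screen-wide mean plus 3 SD, limit set per campaign, cut at about 26% in these data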;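 further: 0% = LYPLA2 with DMSO and 100% = wells lacking LYPLA2 enzyme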
Target sequence (O95372 whole entry, looked up): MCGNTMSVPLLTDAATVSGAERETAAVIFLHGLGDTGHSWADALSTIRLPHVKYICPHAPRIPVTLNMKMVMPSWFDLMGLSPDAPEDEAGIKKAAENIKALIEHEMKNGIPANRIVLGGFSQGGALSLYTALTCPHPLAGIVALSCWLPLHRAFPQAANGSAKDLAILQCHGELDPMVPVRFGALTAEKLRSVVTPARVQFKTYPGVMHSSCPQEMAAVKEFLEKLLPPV
PAFAH2 inh: PAFAH2 (human) inhibition; recombinant PAFAH2, FP-rhodamine activity probe, fluorescence polarization; inhibition, % at 3.39 µM; actives 0.99% (n = 340,000);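 active means inhibition above the mean over all tested compounds plus 3 SD, cut at about 30% in these data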;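 further: inhibitors block probe labeling of enzyme so polarization drops; 0% = enzyme with DMSO and 100% = wells lacking PAFAH2 protein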
PAFAH1B3 FP inh: inhibitors of human PAFAH1B3 | Q15102 | recombinant PAFAH1B3, FP-rhodamine probe, fluorescence polarization | inhibition, % at 3.39 µM | actives 0.28% (n = 340,000);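 active means inhibition above the screen-wide average of all tested compounds plus 3 SD, cut at about 25% in these data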;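 further: 0% = enzyme with DMSO only and 100% = wells lacking PAFAH1B3 protein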
PME-1 primary: PME-1 (human) inhibition | AID 2130 | Q9Y570 | inhibition, % at 5.9 µM | recombinant PME-1, FP-Rh probe fluorescence polarization | actives 0.53% (n = 320,000);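 active means inhibition above the campaign mean of all compounds plus 3 SD, cut at about 26% in these data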;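 further: competitive labeling of PME-1 active site by serine hydrolase directed probe; 0% = PME-1 with DMSO and 100% = wells lacking PME-1 enzyme; inhibitors block probe labeling so polarization falls and inhibition rises; many of its hits are not listed in these tables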
LYPLA1 inh: counter-screen for PME1 inhibitors: inhibitors of human LYPLA1; actives 0.16% (n = 320,000); recombinant LYPLA1, FP-Rh probe fluorescence polarization; inhibition, % at 5.9 µM; O75608;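 active means inhibition above the mean of all tested compounds plus 3 SD, set per campaign, cut at about 14% in these data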;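 further: inhibitors block serine hydrolase probe labeling of LYPLA1 so polarization falls; 0% = enzyme with DMSO and 100% = wells lacking LYPLA1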
Target sequence (O75608 whole entry, looked up): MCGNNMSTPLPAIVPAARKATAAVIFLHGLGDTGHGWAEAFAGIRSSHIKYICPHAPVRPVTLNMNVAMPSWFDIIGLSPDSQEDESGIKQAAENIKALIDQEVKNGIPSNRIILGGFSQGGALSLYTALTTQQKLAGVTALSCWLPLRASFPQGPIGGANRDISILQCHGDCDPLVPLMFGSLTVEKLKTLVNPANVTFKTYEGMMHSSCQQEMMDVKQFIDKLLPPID
pPAFAH FP inh: pPAFAH (human) enzyme inhibition; Q13093; recombinant pPAFAH, FP-rhodamine probe fluorescence polarization; inhibition, % at 3.39 µM; actives 1.5% (n = 330,000);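 active means inhibition above the mean inhibition across the screen plus 3 SD, cut at about 25% in these data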;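 further: inhibitors block binding of the rhodamine activity-based probe so polarization drops; 0% = enzyme with DMSO and 100% = wells lacking pPAFAH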
Target sequence (Q13093 whole entry, looked up): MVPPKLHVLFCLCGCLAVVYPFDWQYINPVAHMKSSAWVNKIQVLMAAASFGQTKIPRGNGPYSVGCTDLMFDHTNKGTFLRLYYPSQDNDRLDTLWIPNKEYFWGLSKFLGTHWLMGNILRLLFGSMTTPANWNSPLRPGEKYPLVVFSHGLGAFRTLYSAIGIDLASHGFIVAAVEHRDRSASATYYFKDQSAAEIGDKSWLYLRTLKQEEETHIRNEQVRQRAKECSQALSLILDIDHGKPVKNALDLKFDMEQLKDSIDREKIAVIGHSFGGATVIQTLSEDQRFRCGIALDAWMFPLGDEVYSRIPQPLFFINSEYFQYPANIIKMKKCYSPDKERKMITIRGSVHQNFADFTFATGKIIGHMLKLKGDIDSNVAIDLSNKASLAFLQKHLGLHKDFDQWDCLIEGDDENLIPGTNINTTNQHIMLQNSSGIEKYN
PAD4 FP inh: inhibitors of human PAD4. actives 0.41% (n = 330,000). Q9UM07. recombinant PAD4, RCA probe fluorescence polarization. inhibition, % at 6.36 µM;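 active means percent inhibition above a cutoff equal to the mean of all tested compounds plus 3 SD, cut at about 15% in these data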;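 further: 0% = PAD4 with RCA probe and DMSO and 100% = probe without PAD4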
GSTO1 inh: counter-screen for RBBP9 inhibitors: inhibitors of human GSTO1. inhibition, % at 5.96 µM. AID 1974. actives 1.1% (n = 300,000). recombinant GSTO1, activity-based probe fluorescence polarization;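 active means inhibition above the campaign mean inhibition plus 3 SD, cut at about 35% in these data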;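 further: 0% = GSTO1-1 with DMSO and 100% = wells lacking GSTO1-1 enzyme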
PAFAH1B2 inh: inhibitors of human PAFAH1B2. inhibition, % at 3.39 µM. recombinant PAFAH1B2, FP-rhodamine activity probe, fluorescence polarization. actives 1.2% (n = 340,000);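 active means inhibition above the mean of all tested compounds plus 3 SD, cut at about 24% in these data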;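 further: 0% = enzyme with DMSO and 100% = wells lacking PAFAH1B2; many of its hits are not listed in these tables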
Starred values were filed as active, the others as inactive; . = not tested or not shown. This is a subset; the hit share may differ from the screen's.

SMILES | LYPLA2 inh | PAFAH2 inh | PAFAH1B3 FP inh | PME-1 primary | LYPLA1 inh | pPAFAH FP inh | PAD4 FP inh | GSTO1 inh | PAFAH1B2 inh
O=C(CSc1ncc(-c2ccccc2)n1CC1CCCO1)N1CCCCC1 (stereo not given) | 2 | -15 | -4 | -1 | 0 | 2 | -8 | -4 | -4
Cc1cccc(N2CC(C(=O)Nc3ccc(N4CCOCC4)cc3)CC2=O)c1C (stereo not given) | . | -2 | 12 | . | . | 2 | -2 | . | 4
Cc1[nH]nc2c1C1(CCC3(CC1)OCCO3)C(C#N)=C(N)O2 | 2 | 2 | -1 | -10 | 2 | -4 | 1 | 11 | -5
Cc1ccc2cc3cc(C(=O)NCCC(C)C)oc3nc2c1 | 0 | 4 | 0 | -4 | -1 | 4 | 4 | 3 | -1
CCC(C(=O)Nc1cccc(C(F)(F)F)c1)c1ccccc1 (stereo not given) | -6 | -2 | 3 | -8 | -3 | -6 | -1 | 3 | 5
CCOC(=O)N1CCN(C(=O)c2ccc3c(c2)N=C(C)c2cc(Cl)ccc2S3)CC1 | 6 | 2 | 1 | 2 | -2 | 0 | -1 | -1 | 1
CC(=O)N1CCN(c2ccc(S(=O)(=O)N3CCOCC3)cc2[N+](=O)[O-])CC1 | . | -5 | 9 | . | . | 4 | -3 | . | -1
Cc1ccc(S(=O)(=O)C2(C(=O)Nc3ccc(F)cc3)CC2)cc1 | 3 | 6 | 2 | 2 | 6 | 2 | 0 | 1 | 3
Cc1cc([N+](=O)[O-])nn1Cc1c(F)c(F)c(F)c(F)c1F | 2 | -1 | 8 | 2 | 0 | 1 | 0 | -1 | -1
CCCCC(=O)NC(c1ccco1)c1c(O)ccc2ccccc12 (stereo not given) | -5 | 2 | 1 | 3 | -4 | -13 | -1 | -3 | 2
COC(=O)c1ccc(CN2CCN(Cc3ccccc3)C(CCO)C2)cc1 (stereo not given) | -2 | 0 | 7 | -2 | -2 | 0 | 0 | -1 | 0
COc1cc(/C=N/NC(=O)c2cccc([N+](=O)[O-])c2)ccc1OC(=O)c1ccco1 | -8 | 4 | 6 | 5 | -2 | -4 | -4 | 5 | 4
CCN1CCN(c2cc(C)c3cc(NC(=O)c4cncc(Br)c4)ccc3n2)CC1 | 2 | -5 | -2 | 8 | 2 | 3 | -2 | 0 | -3
OCCN(Cc1ccccc1)Cc1ccc(Cl)cc1 | 10 | -9 | 3 | 1 | 4 | 7 | 0 | 3 | 6
FC(F)(F)c1cccc(N/N=C/c2ccccc2)c1 | -1 | -6 | 1 | 1 | -6 | 0 | 0 | -4 | 2
Cn1cc(S(=O)(=O)N2CCC(C(N)=O)CC2)c(=O)n(C)c1=O | 3 | 1 | -3 | -1 | 0 | 0 | 0 | -1 | 2
N#CC1=C(N)Oc2cc(N)ccc2C1c1ccc(Cl)cc1 (stereo not given) | -2 | 5 | 12 | -5 | -6 | 43* | -7 | -5 | 16
CCOc1ccc(N=C2NC(=O)SC2CC(=O)OC)cc1 (stereo not given) | 3 | 2 | 6 | 9 | -1 | 1 | -5 | -7 | 2
CN1CCN(S(=O)(=O)c2ccc(NC(=O)c3ccccc3F)cc2)CC1 | 3 | 5 | 2 | 9 | 2 | 2 | -5 | -3 | 8
COC(=O)c1ccccc1NC(=O)Cn1c(=O)n(CCC(=O)NC2CCN(Cc3ccccc3)CC2)c(=O)c2ccccc21 | 1 | 1 | 9 | -1 | -1 | 5 | 6 | 2 | 5
CCCCN(CCCC)c1nc2ccccc2nc1C(C#N)C(=O)NCCCOC (stereo not given) | 9 | 5 | 2 | 0 | 3 | 7 | -11 | 13 | 3
O=C(CNC(=S)N(Cc1ccccc1)Cc1ccccc1F)NCc1ccccc1 | -2 | 9 | 10 | -4 | -4 | 10 | 1 | -9 | 3
COc1ccc(C2(C)CC(=O)NC2=O)cc1 (stereo not given) | 0 | 2 | -6 | 4 | -1 | 1 | 1 | 1 | 2
O=C(CSc1nc2ccccc2c(=O)[nH]1)c1ccc(O)c(O)c1 | -3 | 49* | 18 | 1 | -3 | 33* | -1 | 29 | 10
Clc1cccc(Cl)c1Cn1nnc(-c2cccs2)n1 | 4 | -1 | 2 | -4 | 1 | 3 | 1 | -1 | 5
CCn1c(=S)[nH]c2nc3c(cc2c1=O)CCCC3 | 4 | 8 | 4 | -1 | -1 | 6 | 2 | -2 | 4
COCCn1c(-c2ccc(Cl)cc2)cnc1SCC(=O)NCc1cccs1 | -2 | 1 | 9 | 5 | -3 | 8 | -5 | 0 | 3
Cc1ccc(NC(=O)COc2ccc(-n3cnnn3)cc2)cc1C | -1 | 2 | 6 | 2 | -2 | 1 | 1 | 3 | -1
CC1CC(C)(C)NC(=S)N1CCC(=O)N1CCN(Cc2ccccc2)CC1 (stereo not given) | 2 | 8 | 3 | 6 | 0 | 3 | 2 | 8 | 5
COC(=O)c1c(-c2ccccc2)noc1-c1ccccc1 | -1 | . | . | -4 | -2 | -1 | 0 | 3 | .
O=C(COC(=O)C1CCN(C(=O)c2ccc(Cl)cc2)CC1)Nc1ccccc1F | -2 | 5 | 6 | -3 | -2 | 21 | -2 | . | -3
CC1CN(C(=O)COc2ccc3ccccc3c2Br)CC(C)O1 (stereo not given) | 3 | 7 | -3 | -2 | 0 | 0 | 0 | 1 | -6
COc1ccc(CCNC(=O)c2ccc3nc[nH]c3c2)cc1 | 6 | -2 | 5 | 3 | 2 | 8 | -3 | 1 | 6
Cn1c(=O)c2ccccc2n(Cc2ccccc2Cl)c1=O | -2 | 4 | -3 | -1 | 2 | 3 | -5 | 9 | -5
CO/N=C(\CCC(=O)O)c1cccs1 | -5 | -6 | 1 | 6 | 3 | 1 | 1 | -3 | 1
COc1ccccc1OCC(=O)OCC(=O)Nc1ncc(Cl)cc1Cl | -2 | 12 | 8 | 0 | -2 | 3 | 5 | 2 | 7
Cc1ccc(NC(=O)CCOc2ccccc2)cc1 | -3 | 0 | 9 | -4 | -4 | 2 | 0 | -2 | 4
NC(=O)c1sc(=S)n(-c2ccc(Br)cc2)c1N | 2 | -3 | 8 | 8 | 6 | 0 | 4 | 0 | 0
COC(=O)c1ccc(CSc2nnc(-c3c[nH]c4ccccc34)n2C)o1 | 2 | -1 | 3 | 5 | 2 | 7 | 1 | 15 | 3
COc1ccc(NS(=O)(=O)c2cc(NC(=O)c3cnccn3)ccc2N2CCCC2)cc1 | 2 | 5 | -2 | 6 | -4 | 9 | -2 | -1 | 2
COc1cc(/C=N/NC(=O)CCN2CCN(Cc3ccccc3)CC2)cc(OC)c1OC | 1 | 3 | 8 | -7 | 2 | 6 | -1 | -1 | -3
Cc1ccc(-c2ccc(S(=O)(=O)N3CCCC3)cc2)cc1 | -4 | -1 | 7 | 3 | -1 | -2 | -5 | -3 | -2
CCOc1cc(C(N)=O)cc(Cl)c1OCC | 4 | -8 | 5 | -2 | 1 | 0 | 2 | 2 | 11
CS(=O)(=O)c1ccccc1C(=O)NCCC(c1ccccc1)c1ccccc1 | 2 | 5 | 0 | -1 | 1 | 6 | -1 | 3 | 10
Cc1cc(C)n(C(=O)c2ccccc2[N+](=O)[O-])n1 | -3 | -2 | 3 | -2 | -1 | 4 | -5 | 0 | 2
COC(=O)C1=C(C(=O)OC)[C@@H]2N(C)c3ccccc3[C@@]23C[C@@H](CO)N(C(=O)c2cccs2)C3=N1 | -4 | -12 | 0 | 4 | -1 | 1 | -2 | 5 | -6
CC[N+]1=CN(c2ccccc2)C(C)=CC1(C)C | 20 | -1 | 12 | -3 | -5 | 1 | 0 | -2 | 0
OCCC1CN(Cc2cccc(-n3cccn3)c2)CCN1Cc1ccccc1 (stereo not given) | -2 | -2 | 1 | -9 | -2 | 3 | 1 | 3 | -5
O=C(NCc1ccccc1)C(c1ccncc1)N(C(=O)c1csnn1)C1CC1 (stereo not given) | 1 | 7 | 8 | 4 | -1 | 5 | 0 | 1 | 9
COC(=O)NC1c2ccccc2Oc2ccc(C)cc21 (stereo not given) | 5 | -4 | -3 | -1 | 1 | 4 | -1 | 1 | -1
Cc1ccc(OCCNC(=O)CCNS(=O)(=O)c2ccc(Br)cc2)cc1 | -2 | -2 | 7 | -4 | 0 | 0 | -6 | -7 | 24*
CCOC(=O)Cc1cnc(NC(=O)NC(C(=O)OCC)(c2ccccc2)C(F)(F)F)s1 (stereo not given) | 1 | 4 | 13 | 2 | 0 | 11 | 4 | -5 | -2
O=C1NC(c2cccc([N+](=O)[O-])c2)=CCN1c1ccccc1O | 6 | -3 | 4 | -2 | 2 | 4 | 2 | 3 | 1
CC(Oc1ccc(Cl)cc1Cl)C(=O)NCc1ccncc1 (stereo not given) | 8 | 3 | -1 | -10 | 3 | -3 | -5 | 2 | 1
Cc1ccc(NC(=O)CC2S/C(=N/N=C3\CCCc4ccccc43)NC2=O)cc1 (stereo not given) | -2 | 6 | 4 | 0 | -5 | 8 | -3 | 13 | 9
CS(=O)(=O)N(Cc1ccc(C(=O)N2CCc3ccccc3C2)cc1)c1ccccc1 | 5 | 6 | 5 | 5 | 1 | -1 | -1 | 3 | 3
O=[N+]([O-])c1cccnc1N1CCC(c2cc(-c3ccc(Cl)cc3Cl)n[nH]2)CC1 | -19 | -13 | -3 | -33 | -12 | 18 | 0 | -8 | -6
CCCCCCC(c1c(C)n(C)n(-c2ccccc2)c1=O)c1c(C)n(C)n(-c2ccccc2)c1=O | 2 | 70* | 2 | -14 | -2 | 0 | 5 | 0 | 4
O=C1COc2ccc(OCc3ccc(F)cc3)cc21 | 7 | -3 | 3 | 0 | 1 | 3 | 0 | -6 | 4
Cc1cc(=O)[nH]c(N/N=C/c2c(C)oc3ccccc23)n1 | 2 | 7 | 4 | 0 | -2 | 2 | -2 | 1 | 5
CC(=O)NCCc1ccc(O)cc1 | 4 | 0 | 7 | 0 | 2 | 11 | 1 | 0 | 2

Part of the list above, with two lines to a compound.
Order of values – LYPLA2 inh | PAFAH2 inh | PAFAH1B3 FP inh | PME-1 primary | LYPLA1 inh | pPAFAH FP inh | PAD4 FP inh | GSTO1 inh | PAFAH1B2 inh
- CCOC(=O)Cc1cnc(NC(=O)NC(C(=O)OCC)(c2ccccc2)C(F)(F)F)s1 (stereo not given)
  1 | 4 | 13 | 2 | 0 | 11 | 4 | -5 | -2
- O=C1NC(c2cccc([N+](=O)[O-])c2)=CCN1c1ccccc1O
  6 | -3 | 4 | -2 | 2 | 4 | 2 | 3 | 1
- CC(Oc1ccc(Cl)cc1Cl)C(=O)NCc1ccncc1 (stereo not given)
  8 | 3 | -1 | -10 | 3 | -3 | -5 | 2 | 1
- Cc1ccc(NC(=O)CC2S/C(=N/N=C3\CCCc4ccccc43)NC2=O)cc1 (stereo not given)
  -2 | 6 | 4 | 0 | -5 | 8 | -3 | 13 | 9
- CS(=O)(=O)N(Cc1ccc(C(=O)N2CCc3ccccc3C2)cc1)c1ccccc1
  5 | 6 | 5 | 5 | 1 | -1 | -1 | 3 | 3

Compound activity deposited in PubChem BioAssay by The Scripps Research Institute Molecular Screening Center.
